Vif-A3F inh – qHTS for Inhibitors of Vif-A3F Interactions: qHTS | HeLa A3F-eYFP + Vif (tagged APOBEC3F with the HIV-1 protein that degrades it), YFP fluorescence increase | Potency, µM (doses to about 46.1 µM), inactives show at the highest dose activity, negative = active | actives 0.2% (n = 390,000) | AID 602313, 2012; note: potency is the fitted concentration of half-maximal effect; % of control where 0% means no effect; nearly all actives have a fitted effect of over 65% in size
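HeLa cells stably expressing Vif plus C-terminally eYFP-tagged A3F were seeded, incubated overnight at 37 deg C, dosed with compound, incubated overnight again at 37 deg C. Yellow fluorescence (Ex 488/Em 500-530) reported blocked Vif-mediated A3F-eYFP degradation.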
Glioma ERSR ind – qHTS for Inducers of the Endoplasmic Reticulum Stress Response (ERSR) in Human Glioma: qHTS; U87-MG GRP78 promoter luciferase reporter, 16 h; Potency, µM, inactives show top-dose activation, hits mostly activators; actives 0.02% (n = 420,000); AID 602332, 2012; note: potency is the fitted concentration of half-maximal effect; series mostly up to about 76 µM; % of control where 0% means no effect; nearly all actives have a fitted effect of over 35% in size
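Stably transfected U87-MG glioma cells carrying a GRP78-based luciferase sensor; 16 h compound incubation. Luminescence end-point read 10 min after Bright-Glo addition at room temperature.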
RXFP1 ag – qHTS Assay for Agonists of the Relaxin Receptor RXFP1. Relaxin receptor 1 (Homo sapiens), Q9HBX9. HEK293T-RXFP1 cAMP TR-FRET, 30 min; response scale: percent of porcine relaxin response, buffer zero. Potency, µM (doses to about 57.5 µM), for inactives: top-dose activation, usual class: activators. actives 0.3% (n = 370,000); note: potency is the fitted concentration of half-maximal effect; % is set by controls: 0 for no effect and ±100 for the full control effect; nearly all actives have a fitted effect of over 60% in size; many of its hits are not listed in these tables
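HEK293T cells stably expressing RXFP1 were pretreated with the PDE4 inhibitor Ro 20174, exposed to compounds for 30 min at 37C, lysed, and cAMP was read by TR-FRET. Data normalized to buffer (basal) and 29 nM porcine relaxin (100%).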
D1 antagonist – Antagonist of Human D 1 Dopamine Receptor: qHTS | HEK293 TREx D1 cells, calcium flux, dopamine EC80; active compounds read low | activity change, negative = inhibition, % at 10 µM | actives 3.2% (n = 360,000) | AID 504652, 2011; in the data active = activity change below about -30%; note: % is set by controls: 0 for no effect and ±100 for the full control effect
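Tetracycline-induced HEK293 Trex D1 cells, force-coupled to calcium, dye-loaded; compounds added and read 180 s, then EC80 dopamine added and calcium flux tracked kinetically another 180 s.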
Vif-A3G inh – qHTS for Inhibitors of Vif-A3G Interactions: qHTS. Potency, µM (titrated, usually from 46.1 µM), without a hit: top-dose activity, negative = active, most hits filed as inhibitors. DNA dC->dU-editing enzyme APOBEC-3G (Homo sapiens), Q9HC16. HeLa A3G-eYFP + Vif (tagged APOBEC3G with the HIV-1 protein that degrades it), YFP fluorescence, overnight. actives 0.076% (n = 410,000);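 note: potency is the fitted concentration of half-maximal effect; % is set by controls: 0 for no effect and ±100 for the full control effect; nearly all actives have a fitted effect of over 60% in size; hits raise eYFP signal because A3G escapes Vif-driven loss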
Target sequence (Q9HC16 whole entry, looked up): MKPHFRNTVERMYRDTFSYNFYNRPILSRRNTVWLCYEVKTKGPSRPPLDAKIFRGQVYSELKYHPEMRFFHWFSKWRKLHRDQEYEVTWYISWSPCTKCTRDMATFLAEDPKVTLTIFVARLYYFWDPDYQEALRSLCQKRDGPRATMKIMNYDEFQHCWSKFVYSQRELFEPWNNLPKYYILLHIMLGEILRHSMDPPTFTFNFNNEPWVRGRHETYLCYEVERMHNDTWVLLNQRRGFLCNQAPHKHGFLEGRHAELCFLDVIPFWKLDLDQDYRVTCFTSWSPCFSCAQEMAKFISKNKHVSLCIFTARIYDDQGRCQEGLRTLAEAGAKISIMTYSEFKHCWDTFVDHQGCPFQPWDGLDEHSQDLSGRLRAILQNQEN
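Read-out is eYFP fluorescence (Ex 488/Em 500-530) from Vif-expressing HeLa A3G-eYFP cells; more signal means A3G escaped Vif-mediated degradation. Cells plated overnight, compound pinned in, incubated overnight at 37 deg C.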
D2 potentiator – HTS Assay for Positive Allosteric Modulators of the Human D2 Dopamine Receptor: Primary Screen for Potentiators; D(2) dopamine receptor (Homo sapiens), P14416; HEK293 T-REx D2, calcium flux, EC20 dopamine potentiation; potentiation, % at 10 µM; actives 0.34% (n = 340,000); AID 485347, 2010;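 active = potentiation over 3 SD above the plate norm, cut at about 30% in these data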; note: 0% is about no effect
Target sequence (P14416 whole entry, looked up): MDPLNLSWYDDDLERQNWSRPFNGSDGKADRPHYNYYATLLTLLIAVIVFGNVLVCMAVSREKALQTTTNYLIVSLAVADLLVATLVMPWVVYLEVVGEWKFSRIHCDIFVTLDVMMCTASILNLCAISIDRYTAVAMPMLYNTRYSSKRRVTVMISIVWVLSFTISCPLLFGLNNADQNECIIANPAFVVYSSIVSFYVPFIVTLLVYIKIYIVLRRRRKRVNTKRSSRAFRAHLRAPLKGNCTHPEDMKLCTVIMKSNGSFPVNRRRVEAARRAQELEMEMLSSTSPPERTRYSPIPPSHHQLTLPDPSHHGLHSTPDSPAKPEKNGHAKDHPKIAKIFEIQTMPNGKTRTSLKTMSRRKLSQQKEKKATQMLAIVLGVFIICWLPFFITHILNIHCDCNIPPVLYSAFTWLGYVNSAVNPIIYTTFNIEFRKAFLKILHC
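Calcium flux readout, no-wash dye, 1 read/s. Inducible HEK293 Trex D2 line, overnight 30 C. Compound alone 180 s (agonist flags), then EC20 dopamine, another 180 s to score potentiation.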
LDHA inh – qHTS assay for inhibitors of human lactate dehydrogenase; L-lactate dehydrogenase A chain (Homo sapiens), P00338; purified LDHA, NADH/diaphorase-resazurin fluorescence; active compounds read low; activity change, % (values are at about 110 or 230 µM); actives 0.15% (n = 480,000); AID 1347041, 2019; in the data active = activity change below about -30%; inconclusive = mostly about -25% to -30%;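 note: plate controls were DMSO wells for no effect and wells without enzyme for full effect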
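Resorufin fluorescence (ex540/em590), read at 0 and 20 min after diaphorase/resazurin addition, reports the NADH left after a 5 min room-temperature reaction of 2 nM human LDH5 with 0.06 mM NADH and 0.2 mM pyruvate.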
D1 PAM – Potentiators of Human D1 Dopamine Receptor: qHTS; HEK293 TREx D1 cells, calcium flux, dopamine EC20 potentiation; potentiation, % at 10 µM; actives 0.036% (n = 360,000); AID 504651, 2011; in the data active = potentiation above about 30%; note: 0% is about no effect
D1 agonist – Allosteric Agonists of the Human D1 Dopamine Receptor: qHTS; HEK293 T-REx D1 cells, calcium flux, agonist mode; activation, % at 2 µM; actives 1% (n = 360,000); in the data active = activation above about 30%; note: 0% is about no effect
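Tetracycline-induced HEK293 TREx D1 cells, force-coupled to calcium signalling, were dye-loaded with a no-wash calcium kit. Compound was pin-added after a 10 s baseline. Fluorescence was read kinetically at 1 cycle/s for 180 s, with calcium rises flagged as agonism.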
Numbers without * were called inactive; ? = inconclusive; . = no result given; & = joins results of further samples. Unless noted, calls come from the whole dose curve; as a rule, active = well fitted curve in the direction sought with a large enough effect; inconclusive = small, poorly fitted or top-dose-only effect, or another doubt; inactive = no such curve, though single readings can be large; an effect the other way counts as inactive or inconclusive. These rows are one share of the data (hit frequency here may not be typical).

SMILES	Vif-A3F inh	Glioma ERSR ind	RXFP1 ag	D1 antagonist	Vif-A3G inh	D2 potentiator	LDHA inh	D1 PAM	D1 agonist
COc1ccccc1C(=O)Nc1cccc2cccnc12	8%	5%	-1.9%	11	-4%	.	-1	0	4
Cc1ccc(NC(=S)NC(=O)C2CCCC2)cc1C	-27%	20%	-0.9%	-9	-7%	13	-18	-4	3
CCCCCn1c(=NC(=O)c2cccnc2)c(C#N)cc2c(=O)n3cccc(C)c3nc21	2%	1%	.	.	0%	.	3	.	.
CC1CCCN(CCOc2cccc(Oc3ccccc3)c2)C1 (stereo not given)	-19%	-2%	0.8%	6	-3%	-13	-10	2	5
C[C@@H](NC(=O)c1nc[nH]c1C(=O)N1CCN(C(=O)OC(C)(C)C)CC1)c1ccccc1	3%	-4%	0.7%	.	?	8	0	-7	2
CCn1cc(S(=O)(=O)c2ccc(OC)cc2)c(=O)c2cc(OC)ccc21	3%	-8%	0.6%	0	-3%	-1	-5	-5	2
Cc1ccc2c(c1)[C@@H]1CN(C)CC[C@@H]1N2S(=O)(=O)c1ccc(F)cc1	4%	-3%	0.4%	-3	1%	-4	9	-10	7
Cc1sc2nc(C(C)C)nc(SCC(=O)N3CCOCC3)c2c1C	10%	-7%	-1.9%	4	-1%	.	-4	3	2
CC(C)OC(=O)CCC(=O)Nc1ccc(F)cc1	-22%	-4%	-0.4%	-1	1%	.	-1	2	2
O=C(C1CCCN(S(=O)(=O)c2cccc3nsnc23)C1)N1CCN(c2ccccn2)CC1 (stereo not given)	7%	-8%	0.3%	0	1%	-3	-4	-2	0
CN1CCc2nc(NC(=O)COc3ccc4ccccc4c3)sc2C1	7%	-2%	1.5%	-2	2%	.	-1	-5	9
CS(=O)(=O)c1ccc(NS(=O)(=O)c2ccc(Cl)c(C(=O)NCc3ccco3)c2)cc1	-6%	-2%	-0.1%	-2	0%	.	-9	7	1
O=S(=O)(Nc1cccc(F)c1)c1ccc(S(=O)(=O)N2CCOCC2)cc1	1%	0%	.	.	-9%	.	-6	.	.
C=CCn1c(=O)[nH]c2cc(C(=O)N3CCN(c4cccc(Cl)c4)CC3)ccc2c1=O	8%	-3%	0.0%	-3	-1%	-10	-2	-5	2
O=C(/C=C/c1cccc([N+](=O)[O-])c1)n1cnc2ccccc21	17%	16%	-3.3%	7	?	9	-7	-2	1
Cc1ccc(C(=O)c2oc3ccccc3c2NC(=O)COc2ccccc2Cl)cc1	-2%	-2%	7.9%	-6	-5%	-2	-7	-5	8
Cc1csc(NC(=O)CSc2nnc(CCNC(=O)c3ccc(Cl)c(Cl)c3)n2C)n1	-9%	-2%	2.9%	10	3%	5	-4	-4	1
CC1(C)CC(=O)C=C(c2ccc3ncccc3c2)C1	4%	-3%	1.0%	13	0%	-3	-10	-2	0
O=C(NN1C(=O)c2ccccc2NC12CCCCC2)c1ccccc1	-1%	-3%	3.4%	4	1%	.	4	-8	3
CN(C)S(=O)(=O)c1cccc(NC(=O)CNC2CCCCC2)c1	0%	-4%	0.7%	8	-4%	-5	-22	2	8
C/C(=N\Nc1ccc(C(=O)O)cc1)c1nc2ccccc2n1C	.	.	-0.1%	-11	.	-5	.	2	2
N#Cc1ccccc1OCC(=O)NC1CCCCCC1	-3%	-6%	.	.	-1%	.	3	.	.
N#Cc1cc(-c2ccccc2)nc(Oc2ccccc2)n1	-6%	4%	-1.3%	-8	2%	.	0	-4	23
COc1cc(S(=O)(=O)N2CCOCC2)ccc1NC(=O)COC(=O)c1cc(OC)c(OC)c(OC)c1	4%	5%	.	.	-1%	.	-13	.	.

4 records picked at random from those above, as already listed:
SMILES	Vif-A3F inh	Glioma ERSR ind	RXFP1 ag	D1 antagonist	Vif-A3G inh	D2 potentiator	LDHA inh	D1 PAM	D1 agonist
Cc1csc(NC(=O)CSc2nnc(CCNC(=O)c3ccc(Cl)c(Cl)c3)n2C)n1	-9%	-2%	2.9%	10	3%	5	-4	-4	1
CN(C)S(=O)(=O)c1cccc(NC(=O)CNC2CCCCC2)c1	0%	-4%	0.7%	8	-4%	-5	-22	2	8
C=CCn1c(=O)[nH]c2cc(C(=O)N3CCN(c4cccc(Cl)c4)CC3)ccc2c1=O	8%	-3%	0.0%	-3	-1%	-10	-2	-5	2
CC1CCCN(CCOc2cccc(Oc3ccccc3)c2)C1 (stereo not given)	-19%	-2%	0.8%	6	-3%	-13	-10	2	5

Next section.
SMILES	Vif-A3F inh	Glioma ERSR ind	RXFP1 ag	D1 antagonist	Vif-A3G inh	D2 potentiator	LDHA inh	D1 PAM	D1 agonist
COc1ccccc1CNC(=O)c1ccc(CS(=O)(=O)c2ccccc2)o1	3%	-3%	1.4%	-19	-2%	1	2	-2	30*
CCOC(=O)c1sc(-c2ccccc2)nc1C	-13%	7%	4.3%	6	0%	2	3	4	2
COc1ccc2[nH]c3c(c2c1)CCN1C(=O)C(CC(=O)NCc2ccco2)C[C@H](C(=O)N2CCOCC2)[C@@]31C (stereo not given in full)	6%	-2%	.	.	-6%	.	-4	.	.
O=C(Cn1ncc(N2CCOCC2)c(Br)c1=O)c1ccc(Cl)cc1	-3%	3%	0.8%	1	-2%	-7	-8	4	1
Cc1ccccc1-c1nnc(SCc2ccccc2F)o1	5%	9%	-2.2%	3	-7%	1	3	6	6
COc1cc2c(C(=O)O)c(C)n(C)c2c2ccccc12	2%	6%	-3.3%	-18	-6%	-2	3	1	1
COc1ccccc1N1CCN(S(=O)(=O)c2ccc(Cl)cc2)CC1	-4%	-5%	-3.8%	18	0%	5	0	6	2
NS(=O)(=O)c1ccc(CNC(=O)c2ccncc2)cc1	-1%	0%	0.7%	14	7%	14	-13	-1	0
COc1ccc(F)cc1S(=O)(=O)N1CC(C)CC(C)C1 (stereo not given)	0%	-5%	0.0%	2	0%	-2	-4	-2	0
CN1CCN(CCC(=O)Nc2ccc3c(c2)OCO3)CC1	.	-1%	0.0%	3	-1%	0	1	-1	1
CC(C)(C)NC(=O)Nc1nnc(SCC(=O)NC2CCCCC2)s1	-1%	1%	-0.4%	4	-3%	16	1	4	7
Cc1cc(=O)[nH]c2c1c(C)nn2C1CCOC(C)(C)C1 (stereo not given)	0%	-3%	-1.4%	-3	1%	12	6	2	2
Clc1ccc(N=NN2CCOCC2)cc1	1%	5%	0.0%	-14	-1%	8	-11	-4	15
COc1cccc(-c2nnn(C/C(N)=N/O)n2)c1	1%	0%	-0.3%	-2	2%	-3	-1	-8	1
O=C(CCCc1c[nH]c2ccccc12)NCc1ccccc1C(F)(F)F	-9%	-1%	2.2%	3	0%	-5	3	-3	2
O=C(Cn1c(=O)nc(-c2ccccc2)c2cc(Cl)ccc21)NCCCc1ccccc1	-21%	-3%	4.8%	4	-3%	8	-8	-1	1
O=C(C1CCN(S(=O)(=O)c2cccc3nonc23)CC1)N1CCN(c2ccccc2)CC1	-4%	-1%	-1.3%	-13	2%	-7	3	-1	4
COC(=O)c1ccc(C(=O)Nc2ccc(N)cc2N)cc1	.	-5%	-2.4%	7	-1%	16	19	-3	2
C=CCC(O)(CCN1CCCCC1)c1ccccc1 (stereo not given)	8%	-4%	0.7%	3	3%	11	-7	-2	7
CC(=O)Nc1ccc(C)c([N+](=O)[O-])c1	7%	-3%	2.0%	-4	0%	9	-5	0	2
CCN(C(=O)c1cc2cc3ccc(C)cc3nc2o1)c1ccc(OC)cc1	-14%	0%	1.9%	-5	-8%	3	-4	-4	0
CCCNS(=O)(=O)c1cc(Br)cc2c1N(C(=O)CC)CC2	-1%	1%	0.2%	7	0%	-20	-5	7	-1
COc1ccc(NC(=O)CN2C(=O)N(C)Cc3ccccc32)c(C)c1	6%	0%	0.8%	-11	1%	4	-13	1	0
Cc1cc(C)cc(N(CC(=O)N2CCN(Cc3ccccc3)CC2)S(=O)(=O)c2c(C)noc2C)c1	1%	-3%&-3%	-1.3%	-6	0%&-2%	11	2&-13	0	2
O=C(C#Cc1ccccc1)NCc1ccccc1F	-8%	1%	1.1%	-1	-5%	11	-8	0	1

One compound at a time, as listed above. Order of screens: Vif-A3F inh	Glioma ERSR ind	RXFP1 ag	D1 antagonist	Vif-A3G inh	D2 potentiator	LDHA inh	D1 PAM	D1 agonist
Profile of `COC(=O)c1ccc(C(=O)Nc2ccc(N)cc2N)cc1` : .	-5%	-2.4%	7	-1%	16	19	-3	2
Profile of `O=C(C#Cc1ccccc1)NCc1ccccc1F` : -8%	1%	1.1%	-1	-5%	11	-8	0	1

Source: PubChem BioAssay
